# D1 antagonist: antagonists of human D1 dopamine receptor | hit rate 3.2% among 360,000 | P21728 | activity change, negative = inhibition, % at 10 µM | HEK293 TREx D1 cells, calcium flux, dopamine EC80; active compounds read low; in the data active = activity change below about -30%; note: % is set by controls: 0 for no effect and ±100 for the full control effect
# Target sequence (P21728 whole entry, looked up): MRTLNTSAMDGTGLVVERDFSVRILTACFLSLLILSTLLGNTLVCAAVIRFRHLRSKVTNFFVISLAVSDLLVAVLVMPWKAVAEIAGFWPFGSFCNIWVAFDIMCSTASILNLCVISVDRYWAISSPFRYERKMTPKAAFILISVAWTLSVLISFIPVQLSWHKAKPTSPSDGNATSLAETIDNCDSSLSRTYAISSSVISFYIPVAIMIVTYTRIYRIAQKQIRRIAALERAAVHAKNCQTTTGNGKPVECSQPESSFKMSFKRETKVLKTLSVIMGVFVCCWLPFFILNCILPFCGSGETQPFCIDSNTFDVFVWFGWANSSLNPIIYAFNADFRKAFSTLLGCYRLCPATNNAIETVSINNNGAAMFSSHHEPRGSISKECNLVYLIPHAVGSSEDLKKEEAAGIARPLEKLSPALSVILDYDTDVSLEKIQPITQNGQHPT
#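 HEK293 T-REx cells expressing inducible, force-coupled D1 receptor; no-wash Ca dye, 30–90 min RT. Cmpd → 180 s read at 1 Hz → EC80 DA → 180 s read.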
# TRHR PAM: allosterically enhances the human TRH receptor | TRHR cells, fluo-8 calcium fluorescence, EC20 TRH enhancement | enhancement, % at 2 µM | hit rate 0.66% among 360,000 | AID 493056; in the data active = enhancement above about 30%; note: 0% is about no effect
# Target sequence (P34981 whole entry, looked up): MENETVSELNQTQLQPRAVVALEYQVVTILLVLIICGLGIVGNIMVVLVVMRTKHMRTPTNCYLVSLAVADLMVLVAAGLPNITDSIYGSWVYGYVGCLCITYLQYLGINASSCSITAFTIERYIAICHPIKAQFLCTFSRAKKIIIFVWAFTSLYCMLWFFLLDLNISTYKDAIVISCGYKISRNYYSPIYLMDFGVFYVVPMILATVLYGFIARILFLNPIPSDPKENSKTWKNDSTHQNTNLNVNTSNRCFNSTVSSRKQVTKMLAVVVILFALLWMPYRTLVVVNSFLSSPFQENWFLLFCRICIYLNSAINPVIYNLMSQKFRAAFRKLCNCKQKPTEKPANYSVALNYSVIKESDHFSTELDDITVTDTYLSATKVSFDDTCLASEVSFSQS
#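 TRHR-expressing cells loaded with fluo-8 calcium dye were read kinetically (ex 480/em 530) during compound addition, then stimulated with an EC20 of TRH (10 nM final). Enhancement of the Gq-mediated intracellular calcium response was scored.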
# D2 antag: antagonizes the human D2 dopamine receptor; P14416; HEK293 TREx D2 cells, calcium flux, dopamine EC80; inhibition, % at 10 µM; hit rate 2% among 340,000; AID 485344; in the data active = inhibition above about 30%; note: 0% is about no effect
#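 Antagonism is scored as inhibition of an EC80 dopamine-evoked calcium signal in a force-coupled, tetracycline-inducible HEK293 T-REx D2 line, with compound present 180 s before agonist.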
# D2 PAM: D2 dopamine receptor (human) potentiation; P14416; HEK293 T-REx D2, calcium flux, EC20 dopamine potentiation; potentiation, % at 10 µM; hit rate 0.34% among 340,000;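 active = potentiation over 3 SD above the plate norm, cut at about 30% in these data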; note: 0% is about no effect
#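 Calcium flux readout, no-wash dye, 1 read/s. Inducible HEK293 Trex D2 line, overnight 30 C. Compound alone 180 s (agonist flags), then EC20 dopamine, another 180 s to score potentiation.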
# RXFP1 ag: RXFP1 (human) receptor agonism; HEK293T-RXFP1 cAMP TR-FRET, 30 min; response scale: percent of porcine relaxin response, buffer zero; Q9HBX9; Potency, µM (series often up to 57.5 µM), without a hit: at the top dose activation, most hits filed as activators; hit rate 0.3% among 370,000; active = well fitted activation curve with a large enough effect; inconclusive = small, poorly fitted or top-dose-only effect; note: potency is the fitted concentration of half-maximal effect; % is set by controls: 0 for no effect and ±100 for the full control effect; nearly all actives have a fitted effect of over 60% in size; many of its hits are not listed in these tables
#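 HEK293T cells stably expressing RXFP1 were pretreated with the PDE4 inhibitor Ro 20174, exposed to compounds for 30 min at 37C, lysed, and cAMP was read by TR-FRET. Data normalized to buffer (basal) and 29 nM porcine relaxin (100%).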
# D1 PAM: enhances dopamine response at the human D1 receptor. P21728. hit rate 0.036% among 360,000. potentiation, % at 10 µM. AID 504651. HEK293 TREx D1 cells, calcium flux, dopamine EC20 potentiation; in the data active = potentiation above about 30%; note: 0% is about no effect
# RXFP1 antag: RXFP1 (human) relaxin receptor antagonism; Q9HBX9; HEK293-RXFP1, relaxin-stimulated cAMP HTRF, 30 min; active compounds read low; activity change, negative = inhibition, % at 57.5 µM; hit rate 0.59% among 350,000;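 active = activity change of -60% or lower, but not beyond a set lower limit; inconclusive = change between -60% and -40%, or beyond the set limit; inactive = change above -40%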; note: % is set by controls: 0 for no effect and ±100 for the full control effect
# D1 ag: agonists of human D1 dopamine receptor. activation, % at 2 µM. hit rate 1% among 360,000. HEK293 T-REx D1 cells, calcium flux, agonist mode. P21728; in the data active = activation above about 30%; note: 0% is about no effect
#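 Inducible HEK293 T-REx D1 cells, force-coupled to calcium signalling, were plated at 4000 cells/well with tetracycline and held overnight at 30 C. After no-wash calcium dye loading, compound-evoked calcium rise over 180 s flagged agonists.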
# D2 agonist: activates the human D2 dopamine receptor; HEK293 T-REx D2 cells, calcium flux agonist mode; P14416; AID 485358; activation, % at 2 µM; hit rate 0.53% among 340,000;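 active = activation over 3 SD above normal in the single-dose calcium agonist read, cut at about 30% in these data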; note: 0% is about no effect
#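 Agonism is scored from calcium flux in a force-coupled, inducible HEK293 cell line expressing D2, read kinetically for 180 s after compound addition against dopamine controls.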
# Active calls of the source: *; ? = inconclusive; · = not tested or not shown; & = joins results of further samples. Only part of the results is shown (hit frequency here may not be typical).
1. CC1CCN(Cc2ccc(NC(=O)CC3Oc4ccccc4NC3=O)cc2)CC1 (stereo not given)
2. CCN(CC)CCN(C(=O)c1ccc2c(c1)CCCC2)c1nc2ccc(F)cc2s1
3. COc1ccc(NC(=O)CCNS(=O)(=O)c2cc(Br)cnc2N)cc1OC
4. CCN(CC(=O)Nc1ccc(Cl)c(C(F)(F)F)c1)CC(=O)NC1CCS(=O)(=O)C1 (stereo not given)
5. Cc1cccc(C(=O)NN(C)c2nc(-c3ccccc3)nnc2C(F)(F)F)c1
6. CCCCn1ccnc1C
7. CCc1ccc(NCCC(=O)c2ccc(Br)cc2)cc1
8. CN(CC(=O)Nc1ccc(Cl)cc1)CC(=O)Nc1cc(Cl)ccc1C#N
9. COc1ccccc1/C=C/C(=O)OCC(=O)c1c[nH]c2ccccc12
10. CCc1ccc(NC(=O)COC(=O)Cn2cnc3ccccc32)cc1

assay / compound	1	2	3	4	5	6	7	8	9	10
D1 ag	4	7	-1	2	6	2	11	3	4	2
TRHR PAM	2	-1	5	-4	-6	8	-8	-9	5	3
D2 agonist	1.8	-0.5	0.3	-0.7	0.8	0.4	-0.7	0.4	-0.3	·
RXFP1 ag	-0.1%	-2.8%	-2.5%	0.2%	1.3%	3.9%	2.7%	-1.3%	1.9%	0.9%
D1 antagonist	-14	-11	4	-12	5	-9	5	3	-24	3
D2 PAM	-23	-16	-8	-28	8	-3	10	-1	1	·
D1 PAM	·	-3	-1	-10	-8	-3	-1	-2	-10	4
RXFP1 antag	·	?	1	4	-1	2	-2	-4	-5	-7
D2 antag	-23	17	-7	15	-4	18	-12	10	1	·

11. CCOc1ccccc1-c1cc(C(=O)N/N=C/c2ccc(O)c(OC)c2)c2ccccc2n1
12. Cc1onc(-c2ccccc2)c1CNC(=O)Nc1ccccc1
13. O=C(CCNC(=O)c1ccccc1)NCc1ccccc1F
14. CCCCCC(=O)NC(=S)NNC(=O)c1ccc([N+](=O)[O-])cc1
15. O=C(N/N=C/c1cc(Cl)cc([N+](=O)[O-])c1O)C1CC1
16. Cc1nc2sccn2c(=O)c1S(=O)(=O)N1CCN(c2ccc(F)cc2)CC1
17. CCc1cccc(C)c1NC(=O)C1CCN(c2nn3c(=O)cc(C)nc3s2)CC1
18. CCC(C)(C(=O)NC1CCCC1)N(CC1CCCO1)C(=O)c1ccc2c(c1)OCO2 (stereo not given)
19. CCOc1ccc(CNC(=O)C2CCN(C(=O)N3CC(C)Oc4ccccc43)CC2)cc1 (stereo not given)
20. Cc1ccc(NS(=O)(=O)c2cc(C(=O)N3CCOCC3)ccc2C)cc1

assay / compound	11	12	13	14	15	16	17	18	19	20
D1 ag	11	0	-1	3	1	-2&1	1&-1	1	2	2
TRHR PAM	3	1	-5	6	6	9&11	-2&-4	3	-1	-8
D2 agonist	-1.6	0.7	-0.1	2.5	0.1	-0.4&-0.9	0.3&0.7	0.6	-0.6	0.3
RXFP1 ag	-1.6%	-1.6%	-1.5%	-4.2%	-0.3%	9.7%&11%	?	3.4%	0.7%	0.2%
D1 antagonist	-3	12	2	-8	-18	-9&-6	-10&7	-15	-38*	8
D2 PAM	-14	-2	-14	6	1	-4&0	4&7	12	-4	9
D1 PAM	-3	6	-4	-3	-4	-4&-2	-8&-3	2	1	2
RXFP1 antag	17	-4	-2	7	0	-5&-14	26	2	13	-5
D2 antag	-14	-14	-19	21	-2	-11	2	-10	-8	-2

21. CCC(=O)Nc1ccc2c(c1)nc1n2CCSC1
22. C=CCNC(=O)c1cc2c(=O)c3ccccc3oc2nc1C
23. Cc1cccc(NC(=O)c2sc3nc(N)c(C#N)cc3c2N)c1
24. CCS(=O)(=O)N1CCCC(C(=O)N2CCc3ccccc3C2)C1 (stereo not given)
25. N#C/C(=C/c1ccc(N2CCCCC2)cc1)c1cccc(F)c1
26. CC1CCCCN1c1cc(C#N)c(C#N)cc1[N+](=O)[O-] (stereo not given)
27. Cc1ccc(CSCC(=O)NN=C2CCN(C)CC2)cc1
28. N#C/C(=C\c1ccc(Cl)cc1)c1nc(-c2cc3ccccc3oc2=O)cs1
29. CC(C)C(=O)N1CCN(c2ccc(NC(=S)NC(=O)c3cc4ccccc4o3)cc2)CC1
30. COc1cc(/C=N/N2CCCCC2)cc(OC)c1O

assay / compound	21	22	23	24	25	26	27	28	29	30
D1 ag	2	6	0	0	3	0	0	1	7	1
TRHR PAM	1	-5	1	-7	6	5	1	-5	-7	3
D2 agonist	-0.7	0.6	0.0	0.3	-0.1	0.3	-0.1	0.6	0.0	0.5
RXFP1 ag	1.8%	4.3%	3.9%	3.9%	-0.9%	0.5%	4.7%	4.9%	-1.3%	1.7%
D1 antagonist	-27	-7	4	0	8	7	-5	-11	3	2
D2 PAM	-3	7	7	-6	2	21	-3	0	1	3
D1 PAM	4	0	2	0	-1	0	-2	0	2	4
RXFP1 antag	11	-3	-9	·	-15	-10	-3	-11	3	-8
D2 antag	-1	0	-6	18	-6	-7	13	·	16	9

# From entry 13 to 24, as listed above:
13. O=C(CCNC(=O)c1ccccc1)NCc1ccccc1F
14. CCCCCC(=O)NC(=S)NNC(=O)c1ccc([N+](=O)[O-])cc1
15. O=C(N/N=C/c1cc(Cl)cc([N+](=O)[O-])c1O)C1CC1
16. Cc1nc2sccn2c(=O)c1S(=O)(=O)N1CCN(c2ccc(F)cc2)CC1
17. CCc1cccc(C)c1NC(=O)C1CCN(c2nn3c(=O)cc(C)nc3s2)CC1
18. CCC(C)(C(=O)NC1CCCC1)N(CC1CCCO1)C(=O)c1ccc2c(c1)OCO2 (stereo not given)
19. CCOc1ccc(CNC(=O)C2CCN(C(=O)N3CC(C)Oc4ccccc43)CC2)cc1 (stereo not given)
20. Cc1ccc(NS(=O)(=O)c2cc(C(=O)N3CCOCC3)ccc2C)cc1
21. CCC(=O)Nc1ccc2c(c1)nc1n2CCSC1
22. C=CCNC(=O)c1cc2c(=O)c3ccccc3oc2nc1C
23. Cc1cccc(NC(=O)c2sc3nc(N)c(C#N)cc3c2N)c1
24. CCS(=O)(=O)N1CCCC(C(=O)N2CCc3ccccc3C2)C1 (stereo not given)

assay / compound	13	14	15	16	17	18	19	20	21	22	23	24
D1 ag	-1	3	1	-2&1	1&-1	1	2	2	2	6	0	0
TRHR PAM	-5	6	6	9&11	-2&-4	3	-1	-8	1	-5	1	-7
D2 agonist	-0.1	2.5	0.1	-0.4&-0.9	0.3&0.7	0.6	-0.6	0.3	-0.7	0.6	0.0	0.3
RXFP1 ag	-1.5%	-4.2%	-0.3%	9.7%&11%	?	3.4%	0.7%	0.2%	1.8%	4.3%	3.9%	3.9%
D1 antagonist	2	-8	-18	-9&-6	-10&7	-15	-38*	8	-27	-7	4	0
D2 PAM	-14	6	1	-4&0	4&7	12	-4	9	-3	7	7	-6
D1 PAM	-4	-3	-4	-4&-2	-8&-3	2	1	2	4	0	2	0
RXFP1 antag	-2	7	0	-5&-14	26	2	13	-5	11	-3	-9	·
D2 antag	-19	21	-2	-11	2	-10	-8	-2	-1	0	-6	18

# The list goes on.
31. CN(C)CCCNS(=O)(=O)c1ccc(Oc2ncc(C(F)(F)F)cc2Cl)cc1
32. CN1CCN(CCCc2c3c(cc4c2CCC4)CCC3)CC1
33. CC1CCC2(CC1)NC(=O)N(CC(=O)Nc1sc3c(c1C(N)=O)CCC3)C2=O (stereo not given)
34. CN(C(=O)c1ccc2c(c1)S(=O)(=O)N=C1CCCCCN12)c1ccccc1
35. NC1=NC(=O)/C(=C\C=C\c2ccccc2)S1
36. O=c1c2ccccc2[nH]c2ccccc12
37. Cc1cccc(C(=O)c2cccc(C)c2)c1
38. COc1cc2[nH]c(=O)n(CCCCCC(=O)N3CC=C(c4ccccc4)CC3)c(=O)c2cc1OC
39. C[N+]1(CC(=O)Nc2ccccc2Cl)CCN(C(=O)c2cccs2)CC1
40. COC(=O)c1c([N+](=O)[O-])c(OC)c(OC)c(OC)c1[N+](=O)[O-]

assay / compound	31	32	33	34	35	36	37	38	39	40
D1 ag	61*	13	4	1	2	2	1	2	2	0
TRHR PAM	5	7	-2	-3	-7	-1	-3	-2	-10	8
D2 agonist	0.5	0.0	1.4	0.0	-0.9	0.3	1.9	-1.5	-0.4	-0.9
RXFP1 ag	1.6%	-2.2%	1.2%	-1.2%	-0.7%	2.9%	4.3%	-1.0%	0.9%	-2.5%
D1 antagonist	-17	-22	-2	4	5	-9	-3	19	-1	11
D2 PAM	0	-1	-1	-6	3	3	13	4	-5	3
D1 PAM	-7	-6	1	3	-8	3	-4	-2	8	1
RXFP1 antag	1	·	-2	2	-7	·	·	-1	-7	14
D2 antag	10	2	38*	-22	-6	2	4	0	0	-6

41. CCN(CC(=O)Nc1cc(Cl)ccc1C)C(=O)CN1C(=O)NC(CC)(c2ccccc2)C1=O (stereo not given)
42. CC(C)N1C(=O)CCC1C(=O)NCc1ccco1 (stereo not given)
43. O=C(CCC(=O)N(CC(=O)NC1CCCC1)Cc1ccccc1Cl)Nc1nccs1
44. N/C(Cc1cccs1)=N\OC(=O)COc1ccc(Br)cc1
45. Cn1c(CN2CCOCC2)nc2cc(NC(=O)c3ccccc3Cl)ccc21
46. N#CCCn1cnc2ccccc21

assay / compound	41	42	43	44	45	46
D1 ag	7	4	0	5	1	2
TRHR PAM	-6	-9	-4	-6	11	1
D2 agonist	0.6	0.0	1.9	·	-0.2	0.8
RXFP1 ag	-0.7%	0.0%	0.4%	-0.8%	0.7%	-0.4%
D1 antagonist	5	-22	5	-10	7	-14
D2 PAM	-8	-5	·	·	·	0
D1 PAM	4	-12	-6	-8	-3	-6
RXFP1 antag	-8	-9	?	0	-16	-15
D2 antag	-16	7	-14	·	-6	0

# Compound activity: PubChem BioAssay, National Center for Advancing Translational Sciences (NCATS)
